# Bioassay records as filed in PubChem.
# GLP1R cytotox: cytotoxic in the GLP-1 receptor inverse agonist counter-screen; HEK293 cAMP-luciferase reporter cells, luminescence, 24 h; Potency, µM (highest dose often 38.3 µM), without a hit: at the highest dose activity change, negative = inhibition, most hits filed as inhibitors; 410,000 compounds, 0.13% hits; AID 624418;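 note: loss of luciferase light is scored as toxicity; % is set by controls: 0 for no effect and ±100 for the full control effect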
#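 MLSMR compounds, 24 hr on cells at 37 deg C/5% CO2; luminescence after luciferase reagent (12 min RT). Inhibition counted as the undesired cytotoxic outcome.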
# SW480 rerep: DNA re-replication induction in SW480 cells; SW480 DNA re-replication, Hoechst DNA content imaging, 48 h; Potency, µM (titrated, usually from 46.1 µM), without a hit: at the highest dose re-replication activation, usual class: activators; 340,000 compounds, 1.8% hits; note: % of control where 0% means no effect; nearly all actives have a fitted effect of over 55% in size
#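 First, 250 cells per well were seeded. Next, compound or vehicle (23 nL) was pinned in, plates sat 48 hr at 37 C. Finally Hoechst was added for 40 min before fluorescence scanning.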
# HT1080 IDH1KD tx: toxicity to HT-1080 IDH1 knockdown cells (counter line). Potency, µM (highest dose often 46.1 µM), without a hit: top-dose activity, negative = toxicity, actives largely listed as cytotoxic. HT-1080 IDH1 knockdown viability, ATP luminescence, 48 h. 360,000 compounds, 2% hits;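 note: 0% = DMSO wells and -100% = cell-free medium wells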
#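 Knockdown cells (IDH1KD HT-1080) received compounds 2 h after plating at 750 cells/well and were kept 48 h at 37 °C in 5% FBS RPMI. A CellTiter-Glo luminescence read gave % activity for curve fitting.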
# KB-3-1 cytotox: kills parental KB-3-1 adenocarcinoma cells | Potency, µM (highest dose often 46.1 µM), for the others: top-dose activity change, negative = cytotoxic, most hits filed as cytotoxic | KB-3-1 viability, CellTiter-Glo ATP luminescence, 72 h | 400,000 compounds, 1.4% hits; note: % is set by controls: 0 for no effect and ±100 for the full control effect; nearly all actives have a fitted effect of over 60% in size
#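 72 h, 37 °C compound treatment of KB-3-1 parental cells; CellTiter-Glo added, 10 min, luminescence read. Data corrected against DMSO-only plates and normalized before curve fitting.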
# GLP-1R inv ag: GLP-1 receptor (human) inverse agonism | HEK293 GLP-1R CRE-luciferase, luminescence, 24 h; GLP-1R form is constitutively active | Potency, µM (series often up to 38.3 µM), for inactives: at the top dose activity change, negative = inhibition, usual class: inhibitors | 410,000 compounds, 1.6% hits | AID 624417; note: % is set by controls: 0 for no effect and ±100 for the full control effect; nearly all actives have a fitted effect of over 55% in size
# Target sequence (P43220 whole entry, looked up): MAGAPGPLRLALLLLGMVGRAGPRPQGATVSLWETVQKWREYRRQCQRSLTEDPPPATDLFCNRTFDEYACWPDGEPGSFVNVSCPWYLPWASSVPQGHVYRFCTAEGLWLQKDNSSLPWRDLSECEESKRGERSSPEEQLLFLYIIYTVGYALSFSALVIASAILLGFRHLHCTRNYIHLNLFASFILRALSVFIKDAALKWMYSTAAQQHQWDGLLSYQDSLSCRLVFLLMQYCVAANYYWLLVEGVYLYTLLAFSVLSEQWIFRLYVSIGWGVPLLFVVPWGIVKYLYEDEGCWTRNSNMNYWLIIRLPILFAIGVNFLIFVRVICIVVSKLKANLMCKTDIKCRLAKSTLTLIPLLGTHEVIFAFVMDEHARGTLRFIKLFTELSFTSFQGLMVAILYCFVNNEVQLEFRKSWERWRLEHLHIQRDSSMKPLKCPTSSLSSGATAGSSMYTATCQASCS
#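 Inverse agonists were sought by their lowering of basal cAMP reporter luciferase output in HEK293 cells stably carrying constitutively active human GLP-1R, after 24 h compound treatment.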
# GLP-1R agonist: agonists of human GLP-1 receptor | Potency, µM (series often up to 45.6 µM), for inactives: at the highest dose activation, hits mostly activators | P43220 | 380,000 compounds, 0.007% hits | HEK293 GLP-1R CRE-luciferase, luminescence, 4-6 h; cells express a hypersensitive GLP-1R form | AID 624172; note: % of control where 0% means no effect
# KB-V1 cytotox: KB-V1 MDR subline cytotoxicity. KB-V1 MDR cells viability, CellTiter-Glo, 72 h. Potency, µM (highest dose often 46.1 µM), without a hit: at the top dose activity change, negative = cytotoxicity, hits mostly cytotoxic. 400,000 compounds, 3.4% hits. AID 1347076; note: % is set by controls: 0 for no effect and ±100 for the full control effect; nearly all actives have a fitted effect of over 60% in size
#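 KB-V1 MDR subline cells in DMEM (phenol-red free, 10% FBS) exposed to compounds in qHTS concentration series for 72 h at 37 degrees C. Viability read by CellTiter-Glo luminescence; concentration-effect curves fitted after normalization and correction.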
# HT1080-NT tox: kills 2HG-producing HT-1080-NT fibrosarcoma cells; Potency, µM (titrated, usually from 46.1 µM), without a hit: at the top dose activity, negative = less viability, most hits filed as cytotoxic; HT-1080-NT fibrosarcoma viability, CellTiter-Glo ATP luminescence, 48 h; 360,000 compounds, 1.6% hits; AID 686970;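 note: NT is the 2HG producing partner of a matched IDH1 knockdown line; 0% = DMSO-treated cells and -100% = media-only wells without cells; nearly all actives have a fitted effect of over 55% in size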
#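 Toxicity toward the 2HG-producing NT line was scored as %Activity, normalised to DMSO and no-cell wells, from CellTiter-Glo luminescence after 48 hours' treatment.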
# TDP43 rescue: TDP-43 toxicity inhibition in yeast | AID 652104 | 410,000 compounds, 1.8% hits | TDP-43 expressing yeast growth rescue, BacTiter-Glo, 24 h | Potency, µM (highest dose often 46.1 µM), without a hit: top-dose growth rescue (activation), usual class: activators; note: % of control where 0% means no effect; nearly all actives have a fitted effect of over 50% in size
#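 Yeast expressing TDP-43 (pregrown in raffinose, seeded at OD600=0.02 in galactose medium) exposed to compounds 24 hr at 30 deg C. Growth read by BacTiter-Glo luminescence; rescue of toxicity appears as increased signal.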
# * marks the source's active call; other numbers are inactive results; u = inconclusive; x = not tested or not shown; & = joins results of further samples; [ ] = dose if it differs, or a comment. Calls come from the whole dose curve; as a rule, active = well fitted curve in the direction sought with a large enough effect; inconclusive = small, poorly fitted or top-dose-only effect, or another doubt; inactive = no such curve, though single readings can be large; an effect the other way counts as inactive or inconclusive. Potency is the fitted concentration of half-maximal effect. Rows were taken by chance; any-hit rate near 9.4%.
SMILES,GLP1R cytotox,SW480 rerep,HT1080 IDH1KD tx,KB-3-1 cytotox,GLP-1R inv ag,GLP-1R agonist,KB-V1 cytotox,HT1080-NT tox,TDP43 rescue
COc1ccc(Cl)cc1NC(=O)Cn1c(=O)c2ccccc2n2nncc12,-2.2%,x,x,-5.6%,-1.1%,-0.3%,-1.1%,x,14.3%
O=C(c1ccc(F)c(F)c1)N1CCC2(CC1)NCCc1[nH]cnc12,3.6%,u,-1.7%,3.6%,6.9%,-3.6%,1.5%,4.3%,-16.8%
C=CC[n+]1cccc(-c2cc3ccc(C)cc3[nH]2)c1,-7.9%,-9.2%,6.5%,-13.7%,11.6%,2.3%,3.1%,-1.3%,-19.8%
COc1cc(-c2c(-c3ccsc3)sc3ccccc23)cc(OC)c1OC,14.2%,-2.6%,-9.0%,5.3%,u,15.4%,-12.6%,-12.9%,4.1%
COc1ccc(NC(=O)c2cc3c(CO)cnc(C)c3oc2=Nc2cccc(C)c2)c(OC)c1,0.0%,-3.1%,23.2%,16.1%,1.7%,9.4%,18.9%,-5.5%,-2.7%
COc1ccc(/C=C/C(=O)N2CCC(C(N)=O)CC2)cc1S(=O)(=O)N1CCOCC1,-1.4%[0.307 µM],-2.0%,22.1%,1.3%,-12.3%[0.307 µM],-11.5%,1.2%,11.9%,-21.9%
CCOC(=O)C1CCN(C(c2ccc(F)cc2)c2sc3nc(-c4ccco4)nn3c2O)CC1 (centres undefined),1.8%,x,x,1.0%,11.2%,x,8.9%,x,32.6%
Cc1cccc(NC(=O)CNC(=O)c2sc3ccccc3c2Cl)n1,-12.7%,-48.1%[inhibitor],2.1%,9.3%,43.0%[activator],9.9%,2.6%,-2.5%,-10.2%
O=C1C2CC=CCC2C(=O)N1CC1CCCO1 (centres undefined),-2.3%,3.6%,20.3%,9.5%,10.5%,-8.9%,14.5%,17.1%,7.6%
OCc1c[nH]c2ccccc12,-1.8%,-0.1%,-3.1%,0.0%,-7.4%,-0.4%,-0.6%,6.9%,9.3%
CCOc1ccccc1Oc1cn[nH]c1-c1ccc(O)cc1O,0.8%,-7.5%,-1.0%,-20.5%,u,13.5%,-15.8%,-21.5%,5.9%
O=C(c1ccc(NC2=NC3CS(=O)(=O)CC3S2)cc1)N1CCN(Cc2ccccc2)CC1 (centres undefined),11.4%,-2.7%,-0.4%,-3.1%,10.8%,12.1%,14.9%,12.7%,12.8%
CCn1c(=O)c([N+](=O)[O-])c(NCC(O)c2ccccc2)c2ccccc21 (centres undefined),-18.8%,-3.4%,6.4%,-3.4%,0.8%,19.9%,u,0.1%,6.9%
Cc1ccccc1OCc1nnc(SCC(=O)O)n1-c1cccc(Cl)c1,-0.2%,2.6%,1.8%,-3.0%,6.9%,0.9%,20.9%,-0.1%,-0.9%
COCCNC(=O)C1CC(c2cccc([N+](=O)[O-])c2)=NO1 (centres undefined),7.3%,u,-6.1%,0.0%,24.7%,-4.2%,15.9%,0.6%,-22.5%
COC(=O)CNc1ccc2c(c1)OCO2,57.0%[activator],-4.3%,1.5%,4.2%,11.8%,14.8%,u,1.8%,-7.4%
N#Cc1ccccc1CN1C(=O)NC2(CCCCCC2)C1=O,1.4%,-6.1%,-6.3%,-12.7%,-5.9%,-3.4%,-3.1%,3.6%,14.4%
Cn1nccc1C(=O)Nc1ccn(C23CC4CC(CC(C4)C2)C3)n1,-5.2%,16.7%,-16.9%,-27.4%,u,0.5%,u,-4.8%,19.5%
COc1ccc(NC(=O)C2CSC3c4ccccc4C(=O)N23)cc1 (centres undefined),5.5%,2.3%,-3.4%,-3.2%,-3.4%,11.5%,-15.8%,-0.3%,u
COc1ccc(CN2CCN(CCC(C)C)C(CCO)C2)cc1Cn1cccn1 (centres undefined),-15.2%,-6.7%,11.1%,2.3%,-13.8%,17.0%,-7.0%,10.0%,12.2%
CCCOC(=O)NC(CC)COC(=O)Nc1cc(C)ccc1C (centres undefined),-9.2%,-0.8%[9.22 µM],3.5%,-4.3%,u,0.5%,-29.7%,4.0%,-3.6%
COc1cc(CC(=O)N2CCN(S(=O)(=O)c3ccc(C(C)C)cc3)CC2)cc(OC)c1OC,7.3%,x,-3.5%,0.2%,22.8%,6.9%,-1.3%,-8.5%,2.2%
Cc1ccc(NC(=O)CSc2ccc(C(N)=O)cc2[N+](=O)[O-])cc1,3.4%,-4.2%,u,15.6%,12.5%,1.3%,29.4%,-25.9%,6.8%
O=C(Nc1ncccn1)c1cccc(F)c1,17.9%,-2.8%,-3.9%,-4.8%,19.9%,-3.3%,3.5%,0.5%,-5.8%
CCOC(=O)c1cc2c(C)n(-c3ccc(OCC)cc3)c(C)c2ccc1=O,-23.8%,3.1%,-18.8%,u,u,0.3%,2.59µM*,-19.4%,9.9%
Cc1cccc(NS(=O)(=O)c2nnc(NC(=O)C3CCCCC3)s2)c1,25.0%&0.1%,-4.9%,-7.1%,-7.6%&-14.0%,u,0.1%,-8.0%&29.3%,-6.6%,-11.9%&19.8%
COCCN=C1Sc2nc3cc4c(cc3cc2CN1CC1CCCO1)OCO4 (centres undefined),-9.2%,-95.7%[inhibitor],1.3%,5.9%,-8.2%,-3.0%,-0.3%,0.6%,15.0%
CC1(c2ccccc2)O[C@@H]2C[C@H]3[C@@H]4CCC5=CC(=O)C=C[C@]5(C)[C@@]4(F)[C@@H](O)C[C@]3(C)[C@]2(C(=O)CO)O1 (some centres undefined),2.1%,u,0.0%,-3.8%,7.94µM*,3.6%,-27.6%,u,-31.0%[inhibitor]
O=C(O)CCC(=O)CCC(=O)c1ccc(Cl)cc1,3.9%,10.5%,-29.0%,-6.3%,1.0%,0.9%,11.5%,7.3%,27.0%
COc1ccc(CN2C(=O)CS/C2=N/N=C/c2ccccc2)cc1,-4.0%,-19.9%,8.0%,-29.8%,-7.3%,4.2%,-1.8%,2.6%,6.5%

# Only HT1080-NT tox and GLP-1R inv ag, for some of the entries so far:
mol | HT1080-NT tox | GLP-1R inv ag
O=C(O)CCC(=O)CCC(=O)c1ccc(Cl)cc1 | 7.3% | 1.0%
CC1(c2ccccc2)O[C@@H]2C[C@H]3[C@@H]4CCC5=CC(=O)C=C[C@]5(C)[C@@]4(F)[C@@H](O)C[C@]3(C)[C@]2(C(=O)CO)O1 (some centres undefined) | u | 7.94µM*
COCCN=C1Sc2nc3cc4c(cc3cc2CN1CC1CCCO1)OCO4 (centres undefined) | 0.6% | -8.2%

# Next compounds follow.
SMILES,GLP1R cytotox,SW480 rerep,HT1080 IDH1KD tx,KB-3-1 cytotox,GLP-1R inv ag,GLP-1R agonist,KB-V1 cytotox,HT1080-NT tox,TDP43 rescue
CCOc1ccccc1C(=O)Nc1cc(C(=O)NCCc2ccccc2)ccc1Cl,-2.3%,2.7%,16.1%,4.5%,13.2%,-0.7%,8.5%,2.3%,-4.6%
C=CCNc1nc2ccccc2nc1NS(=O)(=O)c1cccs1,76.2%[activator],-6.3%,3.4%,-0.6%,0.3%,11.9%,1.8%,3.3%,-4.4%
O=S(=O)(c1cccc(S(=O)(=O)N2CCC(Cc3ccccc3)CC2)c1)N1CCOCC1,-23.7%,u,6.5%,-0.1%,u,-1.3%,-9.9%,-1.8%,0.8%
CCN(CC)S(=O)(=O)c1ccc(N2CCOCC2)c(NC(=O)c2ccc(=O)n(C)n2)c1,1.4%,-15.4%,-1.2%,1.3%,21.9%,10.0%,-4.3%,-0.2%,17.3%
O=C(C1CCCCC1)N1CCN(c2ncccn2)CC1,-7.3%,-6.2%,13.2%,-9.2%,10.0%,1.9%,5.1%,25.5%,16.3%
COc1ccc(C(=O)COc2ccccc2C(N)=O)cc1,13.0%,1.9%,6.4%,3.6%,2.0%,6.8%,-20.3%,3.0%,u
O=C(C1CC1)N1CCc2cc(S(=O)(=O)N3CCCc4ccccc43)ccc21,-12.5%,1.2%,-1.2%,-18.3%,17.4%,0.7%,u,0.1%,-14.1%
C=CCN1C(=O)CSc2ccc(C(=O)NC(C)c3ccccc3)cc21 (centres undefined),3.9%,-2.0%,-7.5%,-5.3%,6.4%,10.3%,-20.7%,3.0%,7.4%
CN(NS(=O)(=O)c1cccs1)c1ncc(C(F)(F)F)cc1Cl,-10.6%,-4.2%,0.5%,4.6%,u,-5.1%,u,6.3%,-5.3%
COCC1CCN(C(=O)C2CCC(=O)N(Cc3cccc(F)c3)C2)CC1 (centres undefined),12.3%,-3.5%,3.8%,x,10.6%,-10.1%,x,0.0%,-6.7%
CCOC(=O)C1CCCN(CCCc2ccccc2)C1 (centres undefined),-16.9%&-3.0%,-8.3%&4.5%,4.6%&-5.6%,15.7%&2.0%,-18.4%&-14.8%,17.8%&1.6%,-7.1%&-21.6%,18.9%&-15.1%,16.1%&-25.3%
COc1ccc2c3c(c(=O)oc2c1OCC(=O)O)CCCC3,3.7%,-9.2%,22.2%,-4.9%,15.3%,-7.0%,-10.4%,15.0%,9.7%
CCN(CC(=O)Nc1c(F)cccc1F)C(=O)Cn1c(=O)cnc2ccccc21,1.7%,-33.7%,0.3%,23.2%,9.7%,1.7%,9.4%,13.3%,-1.3%
O=C1C(Cc2ccccc2)Nc2ncnc(N3CCOCC3)c2N1Cc1ccccc1 (centres undefined),-14.3%&2.5%,-3.6%,20.1%&9.8%,25.4%&0.0%,-2.6%&7.4%,-3.6%&2.8%,21.8%&3.7%,12.6%&10.8%,13.1%&-0.6%
CN(C)c1ccc(CNC(=O)C2CCN(S(=O)(=O)c3ccc4[nH]c(=O)ccc4c3)CC2)cc1,-6.3%,x,x,2.8%,9.3%,2.4%,u,x,11.8%
COc1cc(C2NC(=O)NC(C)=C2C(=O)NCc2ccccc2)c(Cl)cc1O (centres undefined),1.5%,-1.3%,-0.3%[9.24 µM],13.7%,-0.3%,-1.4%,-1.8%,9.0%,-14.1%
C=CCNC(=O)N1c2ccccc2Sc2ccccc21,21.6%,2.2%,1.1%,-1.8%,u,8.4%,-6.4%,0.3%,20.2%
